Source: PubChem
M5 PAM = human M5 muscarinic receptor positive allosteric modulators, primary screen, CHO-K1 cells, Fluo-8 calcium fluorescence. Muscarinic acetylcholine receptor M5 (Homo sapiens), P08912. CHO-K1 hM5, ACh EC20 PAM; 0% = ACh EC20, 100% = ACh EC100. activation, % at 3 µM. 360,000 compounds, 0.3% hits. AID 624038, 2012;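 active = activation above the run cutoff, the mean activation of all test compounds plus 3 SD, cut at about 18% in these data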
Target sequence (P08912 whole entry, looked up): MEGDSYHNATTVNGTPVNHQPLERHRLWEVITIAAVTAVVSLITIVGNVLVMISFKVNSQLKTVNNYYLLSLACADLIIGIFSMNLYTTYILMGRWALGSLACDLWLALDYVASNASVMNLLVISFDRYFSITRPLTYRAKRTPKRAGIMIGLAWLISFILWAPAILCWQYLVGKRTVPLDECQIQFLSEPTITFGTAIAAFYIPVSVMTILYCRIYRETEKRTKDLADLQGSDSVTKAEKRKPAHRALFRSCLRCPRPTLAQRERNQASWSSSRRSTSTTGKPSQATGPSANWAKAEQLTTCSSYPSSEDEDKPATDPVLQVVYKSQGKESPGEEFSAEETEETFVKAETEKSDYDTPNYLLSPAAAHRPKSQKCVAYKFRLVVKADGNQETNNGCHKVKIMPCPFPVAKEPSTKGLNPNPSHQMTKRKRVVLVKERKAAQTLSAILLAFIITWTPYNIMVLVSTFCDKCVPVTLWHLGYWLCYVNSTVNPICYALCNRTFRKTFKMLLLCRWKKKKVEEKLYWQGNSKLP
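Test system: CHO-K1 hM5 cells / Doses: single-point, 3 µM nominal / Times: Post-acetylcholine fluorescence recording 140 s / Technique: Fluo-8 calcium fluorescence / Measure: Max/basal fluorescence ratio as % of EC20–EC100 ACh window / Benchmarks: low control EC20 acetylcholine (0%), high control EC100 acetylcholine (100%) / Replicates: one well per compound, no replicates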
CHRM4 PAM = human M4 muscarinic receptor positive allosteric modulators, primary screen, CHO-K1 cells, Fluo-8 calcium fluorescence. activation, % at 3 µM. 360,000 compounds, 0.4% hits. CHO-K1 hM4/Gqi5, ACh EC20; 0% = ACh EC20, 100% = maximal ACh. AID 624126, 2012. Muscarinic acetylcholine receptor M4 (Homo sapiens), P08173;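 active = activation above its plate's cutoff, the mean activation of sample wells plus 3 SD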; note: some results filed as inactive read as strong as hits
CHRM4 agonist = human M4 muscarinic receptor agonists, primary screen, CHO-K1 cells, Fluo-8 calcium fluorescence; Muscarinic acetylcholine receptor M4 (Homo sapiens), P08173; CHO-K1 hM4/Gqi5; vehicle 0%, full acetylcholine response 100%; activation, % at 3 µM; 360,000 compounds, 0.14% hits;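 active = activation above the run mean over all test wells plus 3 SD, cut at about 32% in these data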;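 note: peak over basal fluorescence ratio per well then scaled between controls; 0% = DMSO wells and 100% = acetylcholine at EC100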
CHO-K1 Ca antag = nonselective inhibitor or artifact in parental CHO-K1 cells. ATP-induced calcium, Fluo-8 fluorescence. inhibition, % at 3 µM. 360,000 compounds, 0.6% hits;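 active = inhibition above a per-plate cutoff, the plate's mean sample inhibition plus 3 SD, cut at about 24% in these data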;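 note: 0% = DMSO plus EC80 ATP and 100% = DMSO alone without ATP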
CHRM5 antagonist = human M5 muscarinic receptor antagonists, primary screen, CHO cells, Fluo-8 calcium fluorescence | Muscarinic acetylcholine receptor M5 (Homo sapiens), P08912 | CHO-hM5 cells, ACh EC80 | inhibition, % at 3 µM | 360,000 compounds, 0.59% hits;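 active = inhibition above a per-plate cutoff, the mean of that plate's test compounds plus 3 SD, cut at about 27% in these data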;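 note: 0% = acetylcholine EC80 with DMSO and 100% = DMSO without agonist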
CHRM5 agonist = human M5 muscarinic receptor agonists, primary screen, CHO-K1 cells, Fluo-8 calcium fluorescence; CHO-K1 hM5 cells; 0% DMSO wells, 100% maximal acetylcholine response; activation, % at 3 µM; Muscarinic acetylcholine receptor M5 (Homo sapiens), P08912; 360,000 compounds, 0.19% hits;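 active = activation above the run's mean over test compounds plus 3 SD, cut at about 23% in these data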;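 note: signal is peak over basal fluorescence ratio across the kinetic read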
CHO-K1 Ca ag = counter-screen for M1 agonists: effect in parental CHO-K1 cells | Fluo-8 calcium fluorescence; scaled to maximal ATP response, vehicle zero | AID 602248, 2012 | activation, % at 3 µM | 360,000 compounds, 0.48% hits; in the data active = activation above about 15%;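 note: untransfected CHO-K1 host cells lacking M1 receptor as counterscreen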
M1 PAM parental = nonselective calcium activators in parental CHO-K1 cells, primary screen, counter-screen for M1 PAM project, cell-based, Fluo-8 calcium fluorescence, full deck, 1536-well; 360,000 compounds, 0.02% hits; ATP EC20; 0% at ATP EC20, 100% at ATP max; AID 602247, 2012; activation, % at 3 µM;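 active = activation above the run cutoff, the mean activation of all test compounds plus 3 SD, cut at about 40% in these data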;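 note: peak over basal fluorescence ratio in a 140 s read after ATP addition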
CHRM4 antagonist = human M4 muscarinic receptor antagonists, primary screen, CHO cells, Fluo-8 calcium fluorescence; Muscarinic acetylcholine receptor M4 (Homo sapiens), P08173; CHO-hM4 cells, ACh EC80; inhibition, % at 3 µM; 360,000 compounds, 0.73% hits; AID 624125, 2012;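 active = inhibition above its plate's cutoff, the mean inhibition of sample wells plus 3 SD, cut at about 27% in these data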;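 note: 0% = acetylcholine EC80 with DMSO and 100% = DMSO without agonist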
Numbers without * were called inactive; / = not tested or not shown. No enrichment for hits. About 2.7% of those tested had a hit in this group.

Below each SMILES: M5 PAM	CHRM4 PAM	CHRM4 agonist	CHO-K1 Ca antag	CHRM5 antagonist	CHRM5 agonist	CHO-K1 Ca ag	M1 PAM parental	CHRM4 antagonist
CC(=O)N1N=C(c2cccs2)CC1c1cc2cc(C)ccc2nc1Cl (centres undefined)
→ 7	-5	0	8	3	1	-0.4	-17	-2
CC(Oc1cccc(Cl)c1)C(=O)NNC(=O)c1cccnc1 (centres undefined)
→ 8	4	1	-14	14	2	0.9	19	0
COc1ccc(C2C(C#N)=C(/N=C/N3CCOCC3)OC3=C2C(=O)CC(C)(C)C3)cc1OC (centres undefined)
→ 0	13	0	-6	-4	2	0.1	-6	-4
O=C(OCc1ccccc1)c1cnc(Cl)c(Cl)c1
→ -4	-4	0	-9	12	0	-0.5	-8	8
Cc1ccc(F)c(C2=CC(=O)C[C@H](c3ccc(F)cc3)C2)c1
→ -11	8	1	-11	14	-5	0.3	28	-3
COc1cc([N+](=O)[O-])ccc1-c1ccc(/C=N/NC(N)=O)o1
→ -4	-14	0	-1	10	-3	6.5	25	7
O=C(NCc1ccccn1)c1cc(-c2ccc(Cl)cc2)nc2ccccc12
→ -10	-11	9	-1	6	-1	3.6	15	4
Cc1ccc(-c2nc(CN(C)Cc3ccc4nccnc4c3)c(C)o2)s1
→ 0	6	2	-6	8	1	0.4	7	-7
CC(CO)NCC12CC3CC(CC(C3)C1)C2 (centres undefined)
→ 3	-4	0	-14	-3	-5	1.5	25	-4
CC1CCCC(NC(=O)CSc2nnnn2C)C1C (centres undefined)
→ -7	0	0	-21	3	0	0.6	11	-4
CC(=O)Nc1ccc(N2C(=O)CSC2c2ccc([N+](=O)[O-])cc2)cc1 (centres undefined)
→ -2	-2	2	-2	7	-1	0.9	-3	3
COC(=O)[C@@]12C[C@@H](CC(=O)NCCCN3CCCC3=O)C(=O)N(Cc3cccc4ccccc34)C1=CCC(C)(C)C2
→ -2	1	9	/	15	3	/	/	2
Cc1cn(CC(=O)NCc2nc3ccccc3[nH]2)c(=O)[nH]c1=O
→ 0	9	2	-27	-4	0	1.5	21	-10
CCOC(=O)C1CCCN(C(=S)Nc2ccc(OC)cc2)C1 (centres undefined)
→ -18	-10	7	0	7	34*	9.8	13	11
O=C1N(CN2CCN(c3cccc(Cl)c3)CC2)c2ccccc2C12OCCCO2
→ -9	-5	2	-10	4	-5	0.6	16	4
O=S(=O)(c1cccs1)N1CCN(c2ccccc2)CC1
→ -1	3	3	-3	10	-3	7.7	3	2
CCc1ccc(OCC(=O)N/N=C/c2cc([N+](=O)[O-])ccc2N2CCCCCC2)cc1
→ 17	0	0	20	4	-5	-0.4	-9	-3
CCN(CC(=O)NCc1ccc(F)cc1)C(=O)Cc1ccc(OC)cc1
→ -4	2	2	-2	8	-2	-0.3	-9	-15
Cc1nc(NC(=O)COC(=O)C2CC3CCCC(C2)C3=O)c(Cl)cc1Cl (centres undefined)
→ 3	-2	3	-8	2	3	0.1	8	1
O=C(O)c1cc2cccc(S(=O)(=O)N3CCCCC3)c2cc1O
→ 4	11	2	-12	-9	0	0.3	5	-14
C[C@H]1CN([C@@H](C)CO)C(=O)c2cc(-c3ccccc3F)cnc2O[C@@H]1CN(C)C(=O)NC1CCCCC1
→ 5	-4	1	-2	1	-1	-0.3	10	4
CCOC(=O)N1CCN(C2CC(=O)N(c3ccc(Oc4ccccc4)cc3)C2=O)CC1 (centres undefined)
→ 1	2	8	-30	-4	0	5.9	23	-10
COc1cc(OC)c(C(=O)OCC(=O)c2cc(C)n(CC3CCCO3)c2C)cc1OC (centres undefined)
→ 4	8	4	-6	0	2	1.4	11	-8
O=C(Nc1cccc(-c2cn3cccnc3n2)c1)c1ccc2c(c1)OCO2
→ -9	-13	10	2	6	0	3.7	-16	15
CCOC(=O)/C(C#N)=C\C1=C(N2CCCC2)CC(C)(C)OC1
→ 2	13	1	-6	-5	1	-0.1	6	-6
CC(C)CN(CC(C)C)S(=O)(=O)N1CCC(C(=O)NCc2ccco2)CC1
→ 3	-1	0	-12	-3	-3	0.3	12	-2
Cn1cc(C(=O)N/N=C/C(Br)=C/c2ccccc2)ccc1=O
→ -9	1	3	-4	15	-1	2.0	18	4
COC(=O)CCCC1=CC2=C(c3ccccc3)C(=O)C(C)(OC(=O)C3CCCC3)C(=O)C2=CN1Cc1ccc2c(c1)OCO2 (centres undefined)
→ -3	0	1	-4	7	-2	-1.2	1	3
CCCCCC(=O)N1C[C@@H](n2cc(C3CC3)nn2)[C@H](O)C[C@@H]1c1ccc(OC)cc1
→ -10	-4	1	-10	8	2	1.2	13	-11
CCCC(=O)Nc1nnc(Sc2ccc(N(C)C)cc2)s1
→ 9	6	1	5	-3	0	-0.2	-8	-1
CC1=CC(c2ccccc2)n2nc(N3C(=O)c4ccccc4C3=O)nc2N1 (centres undefined)
→ 4	1	1	-7	-2	-2	0.3	22	-2
O=C(Nc1ccc(Cl)cc1)c1cc2c(cc1O)[nH]c1ccccc12
→ -17	-13	18	29*	19	10	16*	-15	6
COc1ccc([C@@H]2C[C@@H](c3ccccc3)Oc3cc(C)cc(C)c32)cc1
→ 1	10	4	-12	12	4	0.2	16	-3
O=C(CN(Cc1ccco1)C(=O)CNS(=O)(=O)c1ccc(Cl)cc1)NC1CCCCC1
→ -4	13	2	-4	-8	-4	0.2	1	-3
CC1=NNC(=O)c2ccccc2O1
→ 4	-9	1	-13	5	1	1.4	15	9
Cc1cc(Cl)n2c(nc3ccccc32)c1C#N
→ 1	-2	1	2	15	2	0.1	1	6
Cc1ccc(NC(=O)CSc2ccc(-c3ccccn3)nn2)c(C)c1
→ 1	5	1	0	3	0	0.4	-2	-2
Cc1c(C(=O)NCCSCc2cccc(C(F)(F)F)c2)cnn1-c1ccc(F)cc1
→ 1	-15	2	-6	5	-5	2.3	15	-8
COc1ccc(C2=NN(C(=O)c3ccccc3)C(c3cccc([N+](=O)[O-])c3)C2)cc1 (centres undefined)
→ -2	-6	-1	-9	11	-2	-0.4	23	-11
Fc1ccccc1-c1n[nH]c(=S)n1C1CC1
→ 4	4	0	-26	-5	-2	1.7	24	-3
COc1ccc(C(=O)NCCS(=O)(=O)NC2CCCC2)cc1
→ 2	2	1	1	1	1	0.8	11	-9
COC(=O)Nc1ccc(S(=O)(=O)Nc2ccccc2F)cc1
→ -7	2	2	-1	-1	-1	0.8	10	-5
Oc1ccc(N2CCN(Cc3nc4ccccc4[nH]3)CC2)cc1
→ 3	-4	0	-16	-1	-2	0.1	23	12
O=C(Nc1ccccc1N1CCN(c2ccccc2)CC1)c1ccccc1F
→ 4	8	0	-8	-2	1	-0.1	15	11
COc1ccc(-n2nc3c(N4CCC(C(=O)NCC(C)c5ccccc5)CC4)nnc(C)c3c2C)cc1 (centres undefined)
→ -2	-5	-1	-21	1	-8	-1.2	25	5
COC(=O)Nc1ccc(S(=O)(=O)N2CCCC(C(=O)N3CCCCCC3)C2)cc1 (centres undefined)
→ -2	-7	0	-9	-3	-2	0.6	22	2
Cc1nn(-c2ccccc2)c(N)c1N=Nc1ccc(Cl)cc1
→ -2	-10	-2	-12	-2	-7	0.4	23	0
Cc1ccc(-c2c[n+](CC(=O)Nc3ccccc3)c3n2CCC3)cc1
→ 1	-4	3	-2	3	-19	0.5	-8	3
COC(=O)c1ccc(C(=O)OC)c(NC(=O)CN2CCCCC2)c1
→ 2	16	0	8	7	-2	-0.9	-6	0
O=C(Oc1ccc(C(=S)N2CCOCC2)cc1)c1ccc([N+](=O)[O-])cc1
→ 15	6	2	-6	-1	-3	0.1	12	-10
CC(=O)Nc1nnc(SCc2cccc(F)c2)s1
→ -3	12	2	-5	-5	0	0.5	8	-33
CCOc1ccc(/C=N/n2nnnc2N)cc1O
→ 5	2	1	-3	-8	9	0.1	10	0
CCOC(=O)CSc1ccc(S(=O)(=O)N2CCCCC2)cc1[N+](=O)[O-]
→ 5	6	-1	-10	-1	-3	1.2	20	4
COCCNC(=O)CSc1nc2ccccc2c(=O)n1CC1CCCO1 (centres undefined)
→ 5	1	1	-3	-4	0	0.8	23	2
Cc1cc(C(=O)NNC(=O)CN2C(=O)NC(C)(c3ccccc3)C2=O)c(C)o1 (centres undefined)
→ 10	11	0	-9	-2	2	2.1	16	-5
CCOc1nc(NC(=O)NS(=O)(=O)Oc2cccc(Cl)c2)nc(-c2ccccc2)n1
→ 1	10	1	3	-3	-1	0.3	15	-2
CCOc1ccc(CC(C(N)=O)C(N)=O)cc1CN(C)C
→ -4	7	0	-1	-4	1	0.0	12	9
CSc1nc(O)c(C(c2ccc(O)cc2)c2c(O)nc(SC)[nH]c2=O)c(=O)[nH]1
→ 7	-3	0	-9	-8	5	0.9	17	3
C/C(=C\C(=O)c1ccc(Br)cc1)N1CCCCC1
→ 2	0	1	-2	-12	2	-0.2	6	3
